# Assay outcomes deposited in PubChem by National Center for Advancing Translational Sciences (NCATS).
# IkB sig inh = suppresses IkB signaling in ABC-DLBCL reporter cells; ABC-DLBCL IkBa-CBG/CBR dual luciferase ratio, 4 h; response scale: scaled: untreated 0%, proteasome inhibitor 100%; Potency, µM (top dose mostly 57.1 µM), for the others: at the top dose IkBa stabilization activation; 0.04% of 110,000 active; active means well fitted curve in the direction sought with a large enough effect in the signal ratio, not every such curve was filed as active; inconclusive means small, poorly fitted or top-dose-only effect, or a change in a side signal; the % refers to the signal ratio;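 further: the direction sought is a rising ratio; 0% = basal untreated cells and 100% = reference inhibitor full response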
#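 Luminescence ratio of IκBα-fused green versus native red beetle luciferase in OCI-Ly3 cells, 4 h post-doxycycline with compound; red signal alone, scaled from basal (0%) to zero light (-100%), flagged nonspecific or cytotoxic effects.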
# p53ts 32C kill = p53ts cell cytotoxicity, permissive temperature; Potency, µM (series often up to 46.1 µM), inactives show top-dose activity change, negative = cytotoxicity, most hits filed as cytotoxic; 0.93% of 130,000 active; AID 924; H1299-p53A138V at 32C, ATP luminescence viability, 24 h;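 further: 0% = DMSO and -100% = full killing by reference compound; nearly all actives have a fitted effect of over 55% in size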
#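 H1299-p53 A138V cells (temperature-sensitive p53) exposed 24 h to up to 46 uM compound at 32C, where p53 is wild-type in conformation. Viability read as ATP luminescence and normalised to DMSO and 100 uM tamoxifen. AC50 fitted with the Hill equation.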
# p53ts 39C tox = kills p53ts cells at the nonpermissive temperature | 1.5% of 130,000 active | Potency, µM (titrated, usually from 46.1 µM), without a hit: at the top dose activity change, negative = cell killing, actives largely listed as cytotoxic | AID 902 | H1299-p53A138V viability at 39C, ATP luminescence, 24 h; further: nearly all actives have a fitted effect of over 55% in size
# Peg3 imprint = induces erasure of genomic imprints in mouse ES cells; Potency, µM (top dose mostly 60.7 µM), for the others: at the top dose activity change, positive = activation, usual class: activators; mouse ES Peg3-LacZ reporter, beta-gal luminescence, 40 h; 0.02% of 110,000 active;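 further: 0% = negative control wells on the plate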
#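 Imprint erasure is scored as LacZ activity from the silenced maternal Peg3 allele in feeder-free female ES cells cultured 40 h with LIF. Luminescence is normalized to in-plate negative controls and fitted to the Hill equation.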
# The depositor's hits bear a star; ? = inconclusive; / = no result given; [ ] = remark or other dose. Unless noted, the call rests on the fitted dose curve; in most records, active means well fitted curve in the direction sought with a large enough effect; inconclusive means small, poorly fitted or top-dose-only effect, or another doubt; inactive means no such curve, though single readings can be large; an effect the other way counts as inactive or inconclusive. Unless noted, on the % scale 0 is the no-effect control and ±100 the full control effect; potency means the concentration at half of the fitted maximal effect.
SMILES,IkB sig inh,p53ts 32C kill,p53ts 39C tox,Peg3 imprint
COc1ccccc1N1CCN(C(=O)c2oc3cc(C)c(C)cc3c2C)CC1,-3.4%,12%,9%,-9%
O=C(Oc1ccccc1)N1CCC2(CCCN(c3ncccn3)C2)CC1,1.6%[11.4 µM],-20%,-22%,/
Cc1c(C(=O)c2no[n+]([O-])c2C(=O)c2cnn(C)c2C)cnn1C,?,?,?,-32%[inhibitor]
Cc1cc(=O)oc2cc(OC(C)C(=O)N3CCCc4ccccc43)ccc12 (centres undefined),-5.3%,8%,18%,-9%
O=C(CCC1N=C2c3ccccc3N=C(SCC(=O)NCCc3ccccc3)N2C1=O)NCc1ccc(F)cc1 (centres undefined),-1.8%,9%,12%,-6%[10.9 µM]
Cc1ccnc(N2C(=O)c3ccccc3C2Nc2ccc3c(c2)OCCO3)c1 (centres undefined),-2.4%,17%,12%,-51%[inhibitor]
CCC(C)Sc1nnc(CNC(=O)C23CC4CC(CC(C4)C2)C3)n1C1CCCCC1 (centres undefined),/,-5%,-3%,/
CCOC(=O)c1cc2oc(C)cc2n1CC(=O)OC1CCCCC1,?,5%,-12%,2%
Cc1ccc2nc(-c3ccccn3)cc(C(=O)N3CCN(c4ncccn4)CC3)c2c1,0.3%,-9%,-4%,23%
CC(C(=O)NC(=O)NC1CCCCC1)N1CCN(c2ccccn2)CC1 (centres undefined),0.2%,5%,3%,-8%
O=C(NC(Cc1ccc2c(c1)OCO2)C(=O)N1CCCC1C(=O)O)c1ccccc1 (centres undefined),0.9%,-3%,6%,0%
Cc1nc(SCC(=O)Nc2ccc(C(=O)O)cc2)n[nH]1,-0.5%,0%,12%,8%[10.9 µM]
COC(=O)C1=CN(CCCN2CCCC2=O)C=C(C(=O)OC)C1c1ccccc1C(F)(F)F,-3.4%,-9%,21%,10%
COc1ccc(C(=O)Nc2ccc(N3CCOCC3)cc2)cc1OC,6.9%,-17%,-23%,-94%[inhibitor]
CSc1nc(C)cc(NC(N)=O)n1,1.4%,-14%,-3%,/
CC(C(=O)O)N1C(=O)c2cccc3cccc1c23 (centres undefined),-2.8%,5%,1%,-6%
CCCCCCn1c(SCCC)nc2c1c(=O)[nH]c(=O)n2C,0.0%,-3%,-1%,1%
COc1ccc(CCNC(=O)Cn2nc(C)c3c(C)n(-c4ccc(C)cc4)nc3c2=O)c(OC)c1,?,4%,-14%,-7%[10.9 µM]
N=c1c(C(=O)NCC2CCCO2)cc2c(=O)n3ccccc3nc2n1Cc1cccnc1 (centres undefined),-1.3%,0%,9%,-4%
COC(=O)c1ccc(C(NC(=O)OCc2ccccc2)/C(I)=C/[C@@H](C)C(=O)NCC2CC2)cc1 (some centres undefined),/,-3%,-9%,-17%

# Brought forward from above: 6 compounds, followed by the next part.
SMILES,IkB sig inh,p53ts 32C kill,p53ts 39C tox,Peg3 imprint
CSc1nc(C)cc(NC(N)=O)n1,1.4%,-14%,-3%,/
CC(C(=O)O)N1C(=O)c2cccc3cccc1c23 (centres undefined),-2.8%,5%,1%,-6%
CCCCCCn1c(SCCC)nc2c1c(=O)[nH]c(=O)n2C,0.0%,-3%,-1%,1%
COc1ccc(CCNC(=O)Cn2nc(C)c3c(C)n(-c4ccc(C)cc4)nc3c2=O)c(OC)c1,?,4%,-14%,-7%[10.9 µM]
N=c1c(C(=O)NCC2CCCO2)cc2c(=O)n3ccccc3nc2n1Cc1cccnc1 (centres undefined),-1.3%,0%,9%,-4%
COC(=O)c1ccc(C(NC(=O)OCc2ccccc2)/C(I)=C/[C@@H](C)C(=O)NCC2CC2)cc1 (some centres undefined),/,-3%,-9%,-17%
CS(=O)(=O)N1CCCc2cc(C(=O)Nc3cccc(C(F)(F)F)c3)ccc21,?,-29%,-21%,-10%[10.9 µM]
Cc1ccc(C)c(N2CCN(C(=O)CCc3c(C)nn(-c4ccc(N5CCCC5)nn4)c3C)CC2)c1,?,-2%,-26%,-15%[10.9 µM]
O=C(CSc1nc(-c2ccco2)cc(C(F)(F)F)n1)N1CCN(c2cccc(Cl)c2)CC1,/,-1%,28%,/
CCOc1ccc(NC(=O)/C(C#N)=C\c2ccc(-c3ccc(Cl)cc3)o2)cc1,1.6%,-3%,-25%,-16%[10.9 µM]
Cc1ccc(Cn2nc(C)c(NC(=O)c3cc(-c4ccc5c(c4)OCO5)on3)c2C)cc1,-0.6%,-20%,-15%,-47%[inhibitor]
COc1ccc(Oc2nnnn2-c2ccccc2)cc1,/,4%,21%,/
COc1cccc(NC(=O)c2ccccc2-c2nc(-c3ccccc3)no2)c1,2.4%,-2%,5%,-16%
CC(C)(C)NC(=O)CSc1nncn1NCc1c(Cl)cccc1Cl,/,3%,10%,/
COc1ccc(NC(=O)C2CCN(C3=NS(=O)(=O)C(c4ccc(C)c(C)c4)=C3C)CC2)c(OC)c1,-0.9%,19%,-4%,1%[10.9 µM]
COc1ccccc1CSc1nc2n(n1)C(c1ccccc1)C(C(=O)Nc1ccc(C)cc1)=C(C)N2 (centres undefined),?,1%,?,-7%[10.9 µM]
C=CCOc1c(Cl)cc(C2NC(=O)NC(C)=C2C(=O)OC)cc1Cl (centres undefined),?,-12%,-16%,-12%
CC1CC(C)(C)NC(=O)O1 (centres undefined),0.4%,-2%,0%,5%
O=S(=O)(NC1CCCC1)c1cccc(S(=O)(=O)N2CCC(n3nnc4ccccc43)CC2)c1,4.5%,0%,10%,-9%
Cn1c(-c2ccccc2)cc2c3no[n+]([O-])c3ccc21,0.3%,-19%,-14%,-35%[inhibitor]
C=CCSC1=NC(N)=C(C#N)C2(CCCCC2)C1C(N)=O (centres undefined),-0.1%,17%,-1%,-4%
CS(=O)(=O)c1ccc2nc(NC(=O)c3cccs3)sc2c1,?,2.5µM*,2.5µM*,-87%[inhibitor]
COc1ccc(Cl)cc1NC(=O)NCCc1c(C)nn(C)c1C,-0.9%,-8%,-20%,2%[10.9 µM]
CCN(CC)C(=O)c1sc(NC(=O)c2ccco2)c(C#N)c1C,4.3%,9%,1%,/
CCOc1ccc(-c2nc(N)ncc2-c2ccccc2)c(O)c1,-3.8%,8%,8%,-4%
CCOC(=O)c1sc(C)c2c1NC1(CCCCC1)NC2=O,-4.5%,14%,13%,3%
COc1ccc(NC(=O)c2oc3ccccc3c2NC(=O)COc2ccccc2OC)c(OC)c1,-0.3%,-17%,5%,-10%
CCOC(=O)c1ccc(-n2c(-c3ccco3)nc3ccccc3c2=O)cc1,-0.5%,4%,-2%,5%
CCOc1ccc(-c2c(C)nn3c(-c4ccccc4)c(C(=O)NCCOC)cnc23)cc1OCC,?,-6%,30%[activator],9%[10.9 µM]
Cc1cccc(NC(=O)C(=O)NCC(c2ccc3c(c2)OCO3)N2CCN(C)CC2)c1C (centres undefined),2.8%,-6%,-20%,?
CC(=O)Nc1c(O)nc(SCC(=O)N2CCN(c3ccc(F)cc3)CC2)[nH]c1=O,1.0%,13%,9%,0%
CC(C)OC(=O)CSc1nc2cccnc2n1C1CCCCC1,-0.6%,3%,1%,-14%
COc1cccc(Cn2c(=O)c(-c3ccccc3)nc3cncnc32)c1,0.6%[11.4 µM],3%,-1%,-21%
Cc1noc(C)c1C(=O)NCCCc1ccccc1,/,0%,-1%,/
Cc1ccc(-c2nc3ncccc3o2)cc1NC(=O)COc1ccc(C(C)C)cc1,?,-14%,-21%,-21%[10.9 µM]
CCOC(=O)c1nnn(-c2nonc2N)c1-c1cccs1,1.9%,1%,19%,-5%

# Limited to p53ts 39C tox (three entries from above):
Structure | p53ts 39C tox
COc1ccc(Oc2nnnn2-c2ccccc2)cc1 | 21%
COc1cccc(NC(=O)c2ccccc2-c2nc(-c3ccccc3)no2)c1 | 5%
CC(C)(C)NC(=O)CSc1nncn1NCc1c(Cl)cccc1Cl | 10%

# The results go on.
SMILES,IkB sig inh,p53ts 32C kill,p53ts 39C tox,Peg3 imprint
CCNS(=O)(=O)c1ccc(NC(=O)c2cc(C(F)(F)F)nn2C)cc1,1.4%,-2%,6%,-3%
CCCn1nnnc1NCc1cccn1C,-2.9%,-3%,-6%,-20%
CC(C)Cc1nnc(NC(=O)CCN2C(=O)c3ccccc3C2=O)s1,?,16%,-11%,-8%
Cc1ccc(CNC(=O)c2ccc3c(c2)CCN3S(=O)(=O)c2ccccc2)cc1,?,8%,-11%,-10%[10.9 µM]
O=C1CC(c2ccccc2)C(=O)N1c1cccc(O)c1 (centres undefined),0.9%,13%,6%,4%
Cc1cccc(NC(=O)Nc2cccs2)c1C,-1.1%,-12%,-32%,-13%[10.9 µM]
CCC(C)(C(=O)NC1CCCCC1)N(C(=O)c1cnccn1)c1c(C)n(C)n(-c2ccccc2)c1=O (centres undefined),0.0%,1%,0%,-8%
CC(C)Cn1c(N)c(C(=O)COC(=O)c2ccc3ccccc3n2)c(=O)n(C)c1=O,?,0%,-12%,-11%
COC(=O)c1[nH]c2cccc(OC)c2c1NC(=O)CN1CCOCC1,-1.1%,6%,8%,-5%
CC(=O)Nc1ccc(NC(=O)CN2C(=O)CN(C)C(=O)c3ccccc32)cc1,0.2%,-11%,4%,-11%[10.9 µM]
c1ccc(CCc2ccccc2-c2nc(-c3ccccn3)no2)cc1,?,5%,-2%,-24%
CCCCCOc1ccc(CN2CCOCC2)cc1Cl,-0.1%,?,-30%,-13%
CC(C)Oc1ccc(CNC(=O)c2ccc3nc(SCc4ccc(F)cc4)n(C)c3c2)cc1,-2.6%,-5%,11%,?
COc1ccc(-c2c(C)c3ccc(O)c(CN4CCCCC4C)c3oc2=O)cc1OC (centres undefined),-3.3%,23%,12%,-7%[10.9 µM]
O=C(CN(Cc1ccc2c(c1)OCO2)C(=O)CNS(=O)(=O)c1ccccc1)NCc1ccco1,0.9%,-4%,9%,-13%
Cc1cccc(OCC(=O)Nc2ccc3c(c2)OCCO3)c1,0.4%,10µM*,?,-7%
CCCOc1ccc(C(=O)NCCCn2ccnc2)cc1,-0.1%,-2%,-10%,-16%
CCCc1nn2c(=O)cc(COC(=O)c3ccccc3NC(=O)c3cccs3)nc2s1,1.0%,11%,0%,2%[10.9 µM]
Cc1oc2ccc(O)c(CN3CCC(C)CC3)c2c1C(=O)Nc1ccccc1,?,2%,-27%,-15%[10.9 µM]
Cc1ccc(NC(=O)c2cc(S(=O)(=O)N3CCC(C)CC3)cn2C)cc1Cl,-0.2%,8%,-10%,-5%[10.9 µM]
COc1ccc(S(=O)(=O)N2CCC(C(=O)N3CCCC3)CC2)cc1,-0.2%,-3%,-4%,11%
COc1ccc(Cl)cc1S(=O)(=O)N1CCCC(C(=O)NCC(N)=O)C1 (centres undefined),0.2%,-1%,5%,-2%
COc1ccc(S(=O)(=O)Cc2ccc(C(=O)N3CCN(C4CCCCC4)CC3)o2)cc1,-0.1%,-1%,13%,-15%
COc1cc(NC(=O)c2ccco2)c(OC)cc1NC(=O)c1cc(OC)c(OC)c(OC)c1,?,-6%,-3%,/
CCOP(=O)(c1ccc(N(C)C)cc1)C(O)c1c(Cl)cccc1Cl (centres undefined),4.0%,0%,0%,-1%
CC(C)C(NS(=O)(=O)c1cccs1)C(=O)NCc1ccc2c(c1)OCO2 (centres undefined),-1.2%,2%,9%,5%
CCN1C(=O)C(CC(=O)Nc2c(C)cccc2C)SC1=Nc1ccc(S(N)(=O)=O)cc1 (centres undefined),/,9%,24%,/
Cc1ccc(CC2(O)CC(C)N(C)CC2C)c(C)c1 (centres undefined),6.3%,6%,7%,-19%
COC(=O)c1c(NC(=O)CSc2n[nH]c(N)n2)sc(C)c1C,-0.8%,6%,-4%,6%
Cc1ccc(CNC(=O)c2nn(C)c3c2CSc2ccc(C)cc2-3)cc1,?,2%,-14%,2%[10.9 µM]
COC(=O)CC1C(C)(C)C2(O)OC34CC2C(=O)[C@@]1(C)C3CC[C@]1(C)C4=CC(=O)OC1c1ccoc1 (some centres undefined),/,15%,9%,-3%
CCOC(=O)c1c(Nc2ccc(OCC)cc2)nnc(-c2ccccc2)c1-c1ccccc1,?,6%,3%,-20%[10.9 µM]
CC1=Nc2cc(C(=O)NCCc3ccc(Cl)cc3)ccc2Sc2c(C)ccc(C)c21,2.0%,4%,?,-24%[10.9 µM]

# Compounds were not picked by outcome. About 1.8% of those tested had a hit in this group.
